# Source: PubChem (several laboratories)
# VLA-4 inh – inhibition in a human VLA-4 binding assay; 0.2% of 330,000 active; inhibition, % (about 7 µM as worked out from the volumes in the protocol); VLA-4 expressing cells, ligand binding flow cytometry; in the data active = inhibition above about 50%
# GRK2 aptamer HTS – inhibitors of human GRK2 displacing RNA aptamer. P25098. inhibition of aptamer binding, % at 10 µM. AID 488847. bead flow cytometry, FAM-aptamer displacement from GRK2. 0.59% of 330,000 active;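 active = inhibition of aptamer binding above 40%, roughly 3 SD of noise, on plates passing a quality check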;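 also: median bead fluorescence of bound FAM aptamer so fluorescent compounds give negative values; no value below 0 was filed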
# MCL1 BIM primary – inhibitors of human MCL1 binding to BIM-BH3 peptide | inhibition, % at 10.9 µM | 0.68% of 320,000 active | GST-MCL1 / FITC-Bim-BH3 fluorescence polarization | Q07820;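 active = inhibition above the mean inhibition of all tested compounds plus 3 SD, set per campaign, cut at about 40% in these data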;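 also: 0% = DMSO wells and 100% = unlabeled Bim-BH3 peptide control; higher means more loss of mP so more displacement of Bim peptide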
# Target sequence (Q07820 whole entry, looked up): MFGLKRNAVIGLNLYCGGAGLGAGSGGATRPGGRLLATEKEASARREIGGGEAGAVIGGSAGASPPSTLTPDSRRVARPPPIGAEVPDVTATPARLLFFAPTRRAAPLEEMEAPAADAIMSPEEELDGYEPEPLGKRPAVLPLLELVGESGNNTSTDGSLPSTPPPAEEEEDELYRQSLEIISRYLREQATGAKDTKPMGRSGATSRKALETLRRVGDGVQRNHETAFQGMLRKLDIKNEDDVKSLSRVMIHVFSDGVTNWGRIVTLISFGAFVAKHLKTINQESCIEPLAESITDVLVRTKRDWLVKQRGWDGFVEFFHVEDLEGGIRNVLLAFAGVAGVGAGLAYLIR
# MEX-5 binding – C. elegans MEX-5 TCR-2 RNA binding activity; MEX-5/FITC-TCR2 RNA binding, fluorescence polarization; active compounds read low; Q9XUB2; AID 1832; 0.38% of 300,000 active; activity score (negative = inhibition of binding), % at 10 µM;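 active = inhibition past about -25% in most replicates, and total fluorescence under double the plate's negative control median, limit read from the data; inconclusive = replicates evenly split on the limit, or fluorescence at least double controls; inactive = too little inhibition in most replicates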;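 also: 0% = DMSO and -100% = 5 µM competing unlabeled TCR2 RNA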
# Target sequence (Q9XUB2 whole entry, looked up): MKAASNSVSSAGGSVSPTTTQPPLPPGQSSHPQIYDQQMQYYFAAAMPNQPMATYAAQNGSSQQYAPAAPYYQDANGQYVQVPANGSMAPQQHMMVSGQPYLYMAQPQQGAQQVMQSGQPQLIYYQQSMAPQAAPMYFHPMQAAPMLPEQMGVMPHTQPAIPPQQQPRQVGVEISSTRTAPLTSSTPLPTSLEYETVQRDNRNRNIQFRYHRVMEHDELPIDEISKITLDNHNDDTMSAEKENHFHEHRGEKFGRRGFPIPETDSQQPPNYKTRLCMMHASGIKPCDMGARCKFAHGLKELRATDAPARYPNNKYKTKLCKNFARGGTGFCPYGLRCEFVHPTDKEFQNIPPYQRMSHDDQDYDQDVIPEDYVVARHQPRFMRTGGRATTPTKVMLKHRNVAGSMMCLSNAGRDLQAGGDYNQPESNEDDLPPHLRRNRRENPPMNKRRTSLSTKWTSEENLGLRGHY
# GLD-1 TGE inh – GLD-1-TGE RNA interaction inhibition (C. elegans). purified GLD-1 + fluorescein TGE RNA, fluorescence polarization. Q17339. 0.44% of 320,000 active. inhibition, % at 5.96 µM;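 active = percent inhibition above a per-plate cutoff, the plate mean of test compounds plus 3 SD, cut at about 30% in these data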;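 also: 0% = DMSO wells with GLD-1 and probe and 100% = wells lacking GLD-1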
# AGP1-GFP MLPCN – yeast TOR pathway AGP1-GFP modulation; S. cerevisiae AGP1-GFP multiplex flow cytometry, 3 h; GFP as percent of DMSO wells; GFP response vs DMSO, % at 10 µM; 0.02% of 320,000 active;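 active = GFP response relative to DMSO above a set limit, near screen average plus 3 SD, cut at about 150% in these data; inconclusive = fewer than 70 cells counted for the yeast strain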;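 also: median GFP channel fluorescence of the gated AGP1 strain per well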
# Fam108B inh – Fam108B inhibition, counter-screen for RBBP9 inhibitors | recombinant Fam108B, FP-Rh probe fluorescence polarization | inhibition, % at 9.51 µM | 0.33% of 300,000 active;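 active = inhibition above the screen mean inhibition plus 3 SD, computed separately per campaign, cut at about 18% in these data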;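 also: inhibitors lower polarization as less probe binds the enzyme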
# Bcl-xL primary – blocks human Bcl-xL binding to Bim BH3 peptide; GST-Bcl-xL / FITC-Bim BH3 peptide fluorescence polarization; inhibition, % at 10.9 µM; 0.7% of 320,000 active; AID 2129;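 active = inhibition above the mean of all tested compounds plus 3 SD, cutoff set per campaign, cut at about 30% in these data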;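 also: 0% = DMSO wells and 100% = unlabeled Bim-BH3 peptide competitor; inhibitors lower millipolarization by displacing the labeled peptide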
# Target sequence (Q07817 whole entry, looked up): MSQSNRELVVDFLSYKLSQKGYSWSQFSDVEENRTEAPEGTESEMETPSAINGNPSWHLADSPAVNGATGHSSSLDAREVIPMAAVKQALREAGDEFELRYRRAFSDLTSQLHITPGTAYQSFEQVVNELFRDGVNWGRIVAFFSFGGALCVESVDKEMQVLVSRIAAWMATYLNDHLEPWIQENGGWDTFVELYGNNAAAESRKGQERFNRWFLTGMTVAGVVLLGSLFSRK
# CIT2-GFP yeast – alters CIT2-GFP fluorescence in TOR pathway yeast screen. S. cerevisiae CIT2-GFP strain, flow cytometry, 3 h; 100 means same as DMSO wells. GFP response vs DMSO, % at 10 µM. 0.065% of 320,000 active;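 active = GFP response relative to DMSO above a set limit, near the screen mean plus 3 SD, cut at about 150% in these data; inconclusive = Fewer than 70 cells measured for a yeast strain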;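 also: ratio of well median GFP fluorescence to mean of DMSO wells on the plate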
# An asterisk follows results filed as active; u = inconclusive; x = not tested or not shown. No enrichment for hits; about 2.2% have a hit in one of these screens.
(1) CCOC(=O)C1(Cc2cccc(OC)c2)CCN(Cc2cccc(OC)c2O)CC1
(2) CCC(=O)NC(=S)Nc1ccc(NC(=O)c2cc3ccccc3o2)c(OC)c1
(3) O=[N+]([O-])c1ccc(O)c(/C=N/n2cnc3ccccc32)c1
(4) C=CCOc1ccc(C(=O)O)cc1Cl
(5) Cc1ccc(-c2cc(C(=O)O)c3ccccc3n2)s1
(6) COC(=O)CN1C(=S)N(c2ccc(F)cc2)C(=O)C1CC(=O)Nc1ccccc1 (centres undefined)
compound no.	1	2	3	4	5	6
VLA-4 inh	-9	-8	1	14	-4	4
GRK2 aptamer HTS	0	0	0	0	0	1
MCL1 BIM primary	7	5	9	-3	x	1
MEX-5 binding	-0.2	-6.3	-1.2	-0.4	0.2	0.1
GLD-1 TGE inh	-5	0	-3	3	x	-3
AGP1-GFP MLPCN	96	103	u	82	97	99
Fam108B inh	0	-10	6	2	x	-6
Bcl-xL primary	1	1	4	-4	x	1
CIT2-GFP yeast	86	105	u	72	92	99

(7) Cc1cc(NC(=O)CSc2ncnc3c2cnn3-c2ccccc2)no1
(8) COc1cccc(-c2cc(C(=O)N3C(C)CCCC3C)no2)c1 (centres undefined)
(9) O=C(OCc1cc(Cl)cc2c1OCOC2)c1cccnc1Cl
(10) O=c1[nH]nc(SCc2nc3ccccc3s2)n1C1CC1
(11) Cc1cccc(C#N)c1NC1=CC(=O)CC(C)(C)C1
(12) Cc1c(Cl)cnc(NC(=O)COC(=O)C2CC2)c1Cl
compound no.	7	8	9	10	11	12
VLA-4 inh	0	-2	-25	10	-12	1
GRK2 aptamer HTS	0	5	0	0	0	3
MCL1 BIM primary	1	7	x	-1	-2	x
MEX-5 binding	-3.1	-3.8	x	-1.5	0.5	x
GLD-1 TGE inh	8	1	0	-2	-2	11
AGP1-GFP MLPCN	101	100	97	109	107	94
Fam108B inh	1	-4	x	-1	-3	x
Bcl-xL primary	2	2	x	-4	2	x
CIT2-GFP yeast	93	104	95	109	110	97

# Shown with two lines to a compound: part of the list above.
# Every second line gives: VLA-4 inh, GRK2 aptamer HTS, MCL1 BIM primary, MEX-5 binding, GLD-1 TGE inh, AGP1-GFP MLPCN, Fam108B inh, Bcl-xL primary, CIT2-GFP yeast
9. O=C(OCc1cc(Cl)cc2c1OCOC2)c1cccnc1Cl
→ -25, 0, x, x, 0, 97, x, x, 95
7. Cc1cc(NC(=O)CSc2ncnc3c2cnn3-c2ccccc2)no1
→ 0, 0, 1, -3.1, 8, 101, 1, 2, 93
11. Cc1cccc(C#N)c1NC1=CC(=O)CC(C)(C)C1
→ -12, 0, -2, 0.5, -2, 107, -3, 2, 110
10. O=c1[nH]nc(SCc2nc3ccccc3s2)n1C1CC1
→ 10, 0, -1, -1.5, -2, 109, -1, -4, 109

# Carrying on.
(13) O=C(O)c1ccc(Cl)c(S(=O)(=O)N2CCCC2)c1
(14) O=C1CS(=O)(=O)N(Cc2cccc(F)c2)c2ccc(Br)cc21
(15) Nc1nc(Br)c2c(F)cccc2c1-c1ccc(F)cc1
(16) CCCCN(C(=O)c1ccc2c(c1)OCCO2)c1c(N)n(CC(C)C)c(=O)[nH]c1=O
(17) Cc1cc(C)cc(N2C(=O)CCN(Cc3ccccc3)C2=O)c1
(18) Cc1noc(C)c1COc1cccc(C(=O)Nc2ccc(C#N)cc2)c1
compound no.	13	14	15	16	17	18
VLA-4 inh	-1	-8	0	16	16	4
GRK2 aptamer HTS	0	0	0	2	2	0
MCL1 BIM primary	-2	9	8	-22	2	8
MEX-5 binding	0.9	x	-2.1	-2.4	2.6	1.8
GLD-1 TGE inh	-6	4	-2	-5	-4	1
AGP1-GFP MLPCN	97	82	95	101	107	102
Fam108B inh	6	x	2	8	2	0
Bcl-xL primary	1	6	5	-11	1	8
CIT2-GFP yeast	100	91	92	92	98	95

(19) Cc1ccc(NC(=O)c2cc(S(=O)(=O)N3CCCC3)c[nH]2)c(C)c1
(20) CCC1=NN(C(=O)c2ccccc2O)C(O)(c2ccccc2)C1 (centres undefined)
(21) COC(=O)[C@H](Cc1ccccc1)NS(=O)(=O)N[C@@H](Cc1ccccc1)C(=O)OC
(22) CCOc1ccccc1Oc1coc2cc(OCC(=O)O)ccc2c1=O
(23) C=CCNC(=O)CSc1ncc2c(n1)-c1c(csc1SC)CC2
(24) COc1cc(OC)c(/C=N/NC(N)=S)cc1Br
compound no.	19	20	21	22	23	24
VLA-4 inh	21	8	4	2	-5	0
GRK2 aptamer HTS	5	0	1	10	0	1
MCL1 BIM primary	-1	20	7	3	4	20
MEX-5 binding	-4.3	0.5	x	2.0	0.8	-3.4
GLD-1 TGE inh	5	5	-1	15	-2	7
AGP1-GFP MLPCN	107	101	98	94	95	99
Fam108B inh	0	-1	x	1	-3	2
Bcl-xL primary	4	8	0	5	10	10
CIT2-GFP yeast	103	98	99	93	94	105

(25) CCOc1ccc(N2C(=O)Nc3ccccc3C2(O)C(=O)NCc2ccco2)cc1 (centres undefined)
(26) C=CCOc1c(Br)cc(CNc2ccc(NC(=O)C(C)C)cc2)cc1OCC
(27) O=C1N(CN2CCC3(CC2)OCCO3)c2ccccc2C12OCCCO2
(28) CCCCCC(=O)Nc1sc(C)c(C)c1C#N
(29) COc1cc(N/C(N)=N/c2nc(C)cc(C)n2)c(OC)cc1Cl
(30) Cc1ccc(OC(=O)C2CCN(C(=O)c3ccccc3C)CC2)c(Br)c1
compound no.	25	26	27	28	29	30
VLA-4 inh	18	-6	0	7	-23	3
GRK2 aptamer HTS	2	0	1	1	0	0
MCL1 BIM primary	8	-3	12	7	-2	-1
MEX-5 binding	0.5	2.6	-1.6	1.2	1.7	-2.8
GLD-1 TGE inh	-2	-9	9	3	0	1
AGP1-GFP MLPCN	102	85	109	94	98	96
Fam108B inh	1	-3	0	1	2	-1
Bcl-xL primary	2	-4	7	7	-3	1
CIT2-GFP yeast	95	92	107	101	105	89

(31) Cn1c(-c2sc3cc(C(F)(F)F)cnc3c2-c2ccccn2)n[nH]c1=S
(32) COc1ccccc1NC(=O)c1c(C)nc2ccccc2c1C(=O)O
(33) CC(=O)Nc1ccc(NC(=O)CSc2nnnn2-c2ccc3c(c2)OCCO3)cc1
(34) COc1ccc(Cl)cc1N(CC(=O)Nc1ccccc1C(=O)N1CCCC1)S(C)(=O)=O
(35) CSC(=NC#N)N1CCN(C(=NC#N)SC)CC1
(36) CC1CC(C)CN(C(=O)COC(=O)c2ccc[nH]c2=O)C1 (centres undefined)
compound no.	31	32	33	34	35	36
VLA-4 inh	1	5	18	-5	9	-2
GRK2 aptamer HTS	1	0	0	3	0	0
MCL1 BIM primary	-11	-6	-21	-1	-3	9
MEX-5 binding	-0.7	-1.2	-0.5	-2.1	-3.0	2.5
GLD-1 TGE inh	-6	2	4	-2	1	5
AGP1-GFP MLPCN	97	98	104	96	108	98
Fam108B inh	3	0	1	-1	0	0
Bcl-xL primary	-20	4	-2	3	5	5
CIT2-GFP yeast	104	97	112	97	101	92

(37) CCSc1nnc(NC(=O)CSc2nccn2-c2cc(C)cc(C)c2)s1
(38) Cc1ccc(N2CC(C(=O)Nc3nnc(SCCC4OCCO4)s3)CC2=O)cc1 (centres undefined)
(39) Cn1nnnc1N=N/C(=N/Nc1ccccc1)c1ccccc1
(40) O=C(O)c1ccc(SCc2ccccc2)nc1
(41) Cc1cccc(N2CCC(NCc3c(C(=O)N4CCCCC4)nc4c(C)cccn34)CC2)c1
(42) CN(CC(=O)Nc1ccc(S(=O)(=O)N2CCCC2)cc1)Cc1c(F)cccc1Cl
compound no.	37	38	39	40	41	42
VLA-4 inh	13	-1	-1	-26	9	0
GRK2 aptamer HTS	0	6	0	0	1	1
MCL1 BIM primary	6	-5	4	-3	17	-11
MEX-5 binding	2.0	-2.6	-1.0	-0.3	-2.1	0.3
GLD-1 TGE inh	-6	3	0	0	13	6
AGP1-GFP MLPCN	89	108	98	105	97	103
Fam108B inh	8	2	4	-1	-1	-8
Bcl-xL primary	5	-2	5	-1	23	-10
CIT2-GFP yeast	91	99	86	96	95	107

(43) COc1ccc(NC(=O)CN(c2cccc(F)c2)S(C)(=O)=O)cc1OC
(44) Cc1ccccc1N1CCN(C(=O)NCc2cccc(Cl)c2)CC1
(45) O=C(O)c1cc(S(=O)(=O)Nc2ccccc2Cc2ccccc2)ccc1Cl
(46) COc1ccc(C(=O)Nc2ccc3ccccc3n2)cc1OC
(47) CCC(Oc1cc(Cl)ccc1Cl)C(=O)N1CCCN(C)CC1 (centres undefined)
(48) Cc1ccc2c(c1)[C@H]1[C@H](CO2)[C@H](c2ccccc2)[C@]2(C)C(=O)N(Cc3ccc(Cl)cc3)CC(=O)N12
compound no.	43	44	45	46	47	48
VLA-4 inh	3	6	2	0	1	4
GRK2 aptamer HTS	2	0	0	0	0	1
MCL1 BIM primary	0	1	4	0	x	-9
MEX-5 binding	-1.8	1.7	-1.4	0.5	0.2	x
GLD-1 TGE inh	-2	0	4	-1	x	-4
AGP1-GFP MLPCN	100	95	108	87	94	101
Fam108B inh	-3	-1	-2	-3	x	x
Bcl-xL primary	0	1	2	-3	x	-5
CIT2-GFP yeast	104	95	105	91	102	100

(49) COc1ccccc1-c1cc(C(=O)N2CCCc3ccccc32)no1
(50) O=C(NCc1ccc(F)cc1)C1CCCN1S(=O)(=O)c1ccccc1C(F)(F)F (centres undefined)
(51) O=C(Nc1ccncc1)C1CCN(S(=O)(=O)c2ccccc2)CC1
(52) CC(C)c1ccc(N2CC(C)(C)C2=O)cc1
(53) CCC1CCCCN1CC(=O)c1c(C)[nH]c2ccccc12 (centres undefined)
(54) COc1ccc(OCc2nnc(SCC(=O)N3c4ccccc4Sc4ccc(Cl)cc43)o2)cc1
compound no.	49	50	51	52	53	54
VLA-4 inh	4	16	-6	7	9	18
GRK2 aptamer HTS	0	0	0	2	1	0
MCL1 BIM primary	9	2	-6	-5	-7	-2
MEX-5 binding	1.3	x	1.5	0.0	1.2	-0.2
GLD-1 TGE inh	6	5	4	-4	1	-1
AGP1-GFP MLPCN	107	99	104	90	x	103
Fam108B inh	-5	x	-1	0	-1	-2
Bcl-xL primary	2	6	2	-4	-4	-1
CIT2-GFP yeast	96	110	105	81	107	95

(55) NC(=O)C1(N2CCCCC2)CCN(c2nc(-c3ccccc3)cs2)CC1
(56) CCOC(=O)C1(Cc2ccccc2)CCN(CC2CC=CCC2)CC1 (centres undefined)
(57) Cc1nc(C(=O)Nc2ccc(Cl)cc2Cl)nn1-c1cc(OC(C)C)c(Cl)cc1Cl
(58) O=C1c2cc(Cl)ccc2OC2(CCNCC2)C12CC(c1ccccc1)=NO2 (centres undefined)
(59) Cc1ccc(Cn2c(=S)[nH]c3ccc(N4CCOCC4)cc3c2=O)o1
(60) COc1cccc(/C=N/NC(=O)c2ccc(OCc3cccc(Br)c3)cc2)c1
(61) CCC(=O)Nc1ccc(N2CCC(C)CC2)cc1
(62) CCOC(=O)C1=C(CC)OC(N)=C(C#N)C1c1cc(OC)ccc1OC (centres undefined)
compound no.	55	56	57	58	59	60	61	62
VLA-4 inh	0	-21	2	-4	4	0	5	0
GRK2 aptamer HTS	0	0	11	0	2	1	0	0
MCL1 BIM primary	-5	4	-2	-1	22	5	0	4
MEX-5 binding	-0.6	-0.2	-1.8	0.0	-1.6	-0.1	3.6	1.6
GLD-1 TGE inh	-3	3	-5	0	-3	7	4	5
AGP1-GFP MLPCN	111	106	112	97	90	118	105	99
Fam108B inh	1	3	-2	0	7	-12	3	1
Bcl-xL primary	2	0	4	2	19	2	7	2
CIT2-GFP yeast	101	104	104	102	84	108	97	94
